Bioassay records (PubChem BioAssay)
Wnt bcat act: activators of Wnt/beta-catenin signaling; Wnt/beta-catenin reporter cell assay, activator, plate reader; AID 743398; 300,000 compounds, 1.2% hits; activation, % at 9.35 µM; in the data active = activation above about 30%, passing the limit was not always enough; inconclusive = no clear call, values can overlap the other calls;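 note: 0% = neutral control wells and 100% = positive control wells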
HTR5A ag ctr: counter-screen for OPRM1-OPRD1 agonists: human HTR5A agonism; P47898; HTR5A agonist assay, luminescence, cell-based; activation, % at 9.3 µM; 340,000 compounds, 0.61% hits; AID 504692; in the data active = activation mostly above about 9.5%, no sharp cut-off; inactive = mostly below about 7.6%;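 note: 0% = cells with vehicle only and 100% = reference agonist; strong numbers were not always called active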
CDK5 inh: CDK5/p35 (human) kinase inhibition; inhibition, % at 10 µM; 330,000 compounds, 0.01% hits; Recombinant CDK5/p35, ADP-Glo luminescence, 60 min;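 active = highest replicate inhibition of at least 50% and at least 75% of replicates reaching 50%; inconclusive = only one of the two criteria met; inactive = both criteria failed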;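 note: plate controls were DMSO neutral control for no effect and GW8510 at 10 µM for full effect; many of its hits are not listed in these tables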
dFosB activator: enhances mouse delta FosB homodimer DNA binding | 340,000 compounds, 0.99% hits | activation, % at 25 µM | purified delta FosB, TAMRA-CDK5 oligo fluorescence polarization; percent of positive-control signal above neutral wells | AID 493131 | P13346;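 active = mean activation above about 17%, with every replicate also reaching it, limit read from the data, passing the limit was not always enough; inconclusive = only one of the two conditions met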;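 note: fluorescence polarization rise as delta FosB binds a TAMRA Cdk5 AP-1 oligo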
Target sequence (P13346 whole entry, looked up): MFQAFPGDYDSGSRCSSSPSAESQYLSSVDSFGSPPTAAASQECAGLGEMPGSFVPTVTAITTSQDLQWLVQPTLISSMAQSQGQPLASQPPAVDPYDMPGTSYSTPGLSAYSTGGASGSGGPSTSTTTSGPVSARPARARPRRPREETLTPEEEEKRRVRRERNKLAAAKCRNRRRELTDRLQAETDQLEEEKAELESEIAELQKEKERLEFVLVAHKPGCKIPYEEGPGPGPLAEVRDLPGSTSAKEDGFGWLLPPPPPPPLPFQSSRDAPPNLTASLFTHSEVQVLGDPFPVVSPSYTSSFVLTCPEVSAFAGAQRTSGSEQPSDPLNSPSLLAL
NSD2 HMT inh: inhibitors of human histone methyltransferase NSD2; O96028; NSD2 peptide methylation, AlphaScreen, 120 min; inhibition, % at 12.5 µM; 310,000 compounds, 0.54% hits; in the data active = inhibition above about 50%
MITF TRPM1 HTS: MITF TRPM1 promoter activation in melanoma cells. 300,000 compounds, 0.75% hits. SK-MEL-5 TRPM1-promoter luciferase, 24 h; % of positive control, neutral wells = 0. activation, % at 12.5 µM;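 active = mean activation of at least 80% with every replicate also reaching 80%; inconclusive = mean reaches 80% but some replicate falls short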;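 note: 0% = neutral control wells and 100% = parthenolide positive control wells; values of inactives mirror those of a sister screen read the other way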
SR-BI HDL uptake: inhibitors of mouse SR-BI mediated HDL lipid uptake | inhibition, % at 12.5 µM | ldlA[mSR-BI] CHO cells, DiI-HDL uptake fluorescence, 3 h | AID 488896 | 320,000 compounds, 0.96% hits | Q61009;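 active = mean replicate inhibition of at least 70% and a set share of replicates each scoring 70 or more; inconclusive = meets just one of the two criteria; inactive = fails both criteria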;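 note: 0% = median of neutral control wells and 100% = median of positive control wells; values of inactives mirror those of a sister screen read the other way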
Target sequence (Q61009 whole entry, looked up): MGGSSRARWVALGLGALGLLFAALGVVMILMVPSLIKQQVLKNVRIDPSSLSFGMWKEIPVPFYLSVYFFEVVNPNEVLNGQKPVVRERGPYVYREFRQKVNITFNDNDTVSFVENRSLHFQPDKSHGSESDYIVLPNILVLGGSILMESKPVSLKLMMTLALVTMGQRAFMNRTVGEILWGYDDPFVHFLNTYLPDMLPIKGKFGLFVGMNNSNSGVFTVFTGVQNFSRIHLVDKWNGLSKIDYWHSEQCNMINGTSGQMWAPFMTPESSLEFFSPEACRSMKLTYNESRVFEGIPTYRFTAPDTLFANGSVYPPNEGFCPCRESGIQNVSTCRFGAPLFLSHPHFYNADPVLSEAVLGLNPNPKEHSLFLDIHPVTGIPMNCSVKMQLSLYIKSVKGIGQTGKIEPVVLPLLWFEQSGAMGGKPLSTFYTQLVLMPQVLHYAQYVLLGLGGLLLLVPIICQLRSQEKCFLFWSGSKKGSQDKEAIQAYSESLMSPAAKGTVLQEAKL
PvdQ inh: P. aeruginosa PvdQ acylase inhibition. purified PvdQ acylase, fluorescence plate reader. inhibition, % at 10 µM. 340,000 compounds, 0.063% hits. AID 488965; in the data active = inhibition above about 30%, passing the limit was not always enough; inconclusive = no clear call, values can overlap the other calls;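 note: 0% = vehicle neutral wells and 100% = reference inhibitor wells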
V-ATPase pH: regulators of yeast V-ATPase proton transport | S. cerevisiae, pHLuorin cytosolic pH fluorescence | AID 504577 | 350,000 compounds, 0.37% hits | response, % at 10 µM; in the data active = response mostly above about 7.3%, no sharp cut-off; inactive = mostly below about 5.4%; note: actives read high; inactives centre near 0; some compounds called inactive have numbers as strong as hits; reference of the scale not given here
HTR5A inv ctr: counter-screen for OPRM1-OPRD1 inverse agonists: human HTR5A inverse agonism; inhibition, % at 9.3 µM; HTR5A cell line, luminescence; 340,000 compounds, 0.083% hits; in the data active = inhibition mostly above about 23%, no sharp cut-off; inactive = mostly below about 18%;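 note: 0% = cells with DMSO and 100% = no-cell wells with DMSO; some compounds called inactive have numbers as strong as hits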
An asterisk follows results filed as active; u = inconclusive; x = not tested or not shown.

Structure	SR-BI HDL uptake	dFosB activator	CDK5 inh	NSD2 HMT inh	MITF TRPM1 HTS	PvdQ inh	HTR5A inv ctr	Wnt bcat act	HTR5A ag ctr	V-ATPase pH
CCOC(=O)/C(=C\c1ccc(OC(F)F)cc1)C1=Nn2c(nnc2-c2ccc(Cl)cc2)SC1	89*	-9	-0.9	x	-98	7	-19	x	5	1
N#Cc1c(N)n(CCOC(=O)c2cccc([N+](=O)[O-])c2)c2nc3ccccc3nc12	-7	-6	-2.4	10	0	5	-1	-3	-2	5
O=C(CCC(=O)Nc1ccc(F)cc1)N/N=C/c1cccnc1	x	7	-4.0	-2	1	-1	-2	-1	-1	2
O=C(CNC(=O)c1ccccc1F)OC1CCOC1=O (stereo not drawn)	-12	-2	-0.1	-2	3	-13	9	-2	-4	0
COC(=O)c1ccccc1NC(=O)CCCCCn1nnc2ccccc2c1=O	-34	-11	0.3	-6	1	2	8	4	-2	1
O=C(N[C@@H](Cc1c[nH]c2ccccc12)C(=O)O)OCC1c2ccccc2-c2ccccc21	-3	-3	-1.7	4	-10	-15	6	1	0	3
COC(=O)N/N=C/c1ccc(-c2cc(Cl)ccc2Cl)o1	-4	-11	x	-2	-3	4	1	-1	2	0
COc1ccc(S(=O)(=O)Nc2ccc3oc4ncccc4c(=O)c3c2)cc1OC	3	0	-1.5	-2	x	3	5	-3	-1	2
CC(C)C(=O)Nc1sc2c(c1C#N)CCCCC2	31	0	-0.6	0	x	-11	-33	14	-5	-3
O=c1[nH]c(CN2CCN(C/C=C/c3ccccc3)CC2)nc2cc(Cl)ccc12	-23	-3	-1.3	2	-3	-18	-17	x	4	-2
COc1ccccc1NC(=O)Cn1c(=O)n(C)c(=O)c2sc3c(c21)COC(C)(C)C3	6	-12	-2.0	-12	5	15	-11	-1	3	-3
O=S(=O)(c1cccs1)N1CCc2ccccc21	-14	29*	-1.1	9	0	-6	0	x	0	-1
COc1ccc(C2CC(=O)Nc3cc(OC)c(OC)cc32)cc1Br (stereo not drawn)	-35	-14	1.8	1	7	0	-15	0	4	9
COc1cccc2cc(C(=O)OCC(=O)NC3CCCC(C)C3C)c(=O)oc12 (stereo not drawn)	-11	0	-1.2	1	56	-13	22	-4	-6	2
O=C(NC1CCCCC1)c1ccc2c(=O)n(CC3CCCO3)c(=O)[nH]c2c1 (stereo not drawn)	-27	-8	-1.3	-1	-2	-13	-9	7	0	-2
COc1cc(C(=O)N2CCc3ccccc32)c([N+](=O)[O-])cc1OC	-11	-1	0.9	2	x	-5	-5	0	2	-1
Nc1ccc(C(=O)c2cccs2)cc1[N+](=O)[O-]	8	1	-2.5	3	13	12	8	8	-2	6
CCCOc1ccc(C(=O)CCC(=O)OCC(=O)N2CCN(S(=O)(=O)c3ccc(C)cc3C)CC2)cc1	1	-13	0.6	2	-14	-4	5	1	1	2
Cc1ccc(S(=O)(=O)N2CCCCCC2)cc1C(=O)Nc1cccnc1	18	0	0.4	-1	-1	-9	9	0	0	0
Cc1ccc(S(=O)(=O)NNc2nc3ccccc3nc2C(F)(F)F)cc1	-18	u	-1.1	7	x	0	4	x	-1	-2
Cc1ccc(-c2nnn(CC(=O)N(Cc3ccco3)C(C(=O)NC(C)(C)C)c3cccs3)n2)o1 (stereo not drawn)	13	-8	0.3	2	-4	-6	-10	x	-3	2
CC1CCCCC1NC(=O)COC(=O)c1ccc(S(=O)(=O)NCc2ccco2)cc1 (stereo not drawn)	-43	-5	1.5	-3	-1	-8	8	-2	1	2
O=C(COC(=O)CCC1CCCC1)Nc1cccc(S(=O)(=O)N2CCOCC2)c1	-31	-4	-1.0	-3	3	1	0	-1	0	-3
N#Cc1cnn2cc(CCN3CCOCC3)c(-c3ccc(F)cc3)nc12	9	-2	0.1	12	-32	4	-4	1	1	-3
CCOCCn1c(=NC(=O)CSCC(=O)N2CCOCC2)sc2cc(OC)ccc21	35	-6	0.5	-3	-5	-6	13	3	-1	-1

Carrying on.
Structure	SR-BI HDL uptake	dFosB activator	CDK5 inh	NSD2 HMT inh	MITF TRPM1 HTS	PvdQ inh	HTR5A inv ctr	Wnt bcat act	HTR5A ag ctr	V-ATPase pH
O=P(CCN1CCCCC1)(c1ccccc1)c1ccccc1	-38	1	-0.7	8	x	8	5	4	3	-6
CC(=O)c1ccc(S(=O)(=O)N2CCC(c3nc4ccccc4[nH]3)CC2)cc1	-6	-9	-0.2	-4	0	-27	10	-2	6	1
CC(=O)C1=C(C)N(CC2CC2)C(=O)N[C@H]1c1ccc(Br)cc1	-11	3	0.4	x	-8	-10	6	-2	0	-4
O=C(Nc1cccc2ccccc12)c1cccc([N+](=O)[O-])c1	x	-2	1.7	-1	-3	-5	2	1	0	2
COC(=O)c1cc(C)sc1NC(=O)CC1Nc2ccccc2NC1=O (stereo not drawn)	20	-5	-1.1	2	-7	0	-6	0	2	-1
Cc1occc1C(=O)N/N=C/C1=C(N2CCOCC2)C(=C/c2ccc(Cl)cc2Cl)/CC1	86*	-6	0.2	-3	-4	-13	-10	-4	2	-12
COc1ccc(C[C@H]2CN3C(=NC[C@H]3Cc3ccccc3)N2CCNC(=O)CCC2CCCCC2)cc1	-44	-4	0.6	x	-36	-10	-37	-9	2	0
CCN(CC)CCCN(Cc1cc2cc(OC)c(OC)cc2[nH]c1=O)C(=O)Nc1ccccc1	-10	7	-3.5	51*	1	-12	6	x	1	-3
Cc1cccc(Cn2c(N(C)Cc3ccccc3)nc3c2c(=O)[nH]c(=O)n3C)c1	-5	-20	1.4	x	-6	-14	-14	-1	5	-1
Cc1ccc(N=Nc2ccc3ccccc3c2O)cc1	65	-4	6.1	10	x	-5	7	-2	-2	0
COc1ccccc1CN(C)S(=O)(=O)c1cccs1	9	2	-0.1	0	-2	-18	-25	1	9	3
CCCn1nc(C(=O)NC2CC2)c2ccccc2c1=O	5	-3	-1.0	-4	-6	-13	-5	4	2	0
Cc1sc(-c2ccccn2)nc1OC(=O)c1cccc(Cl)c1Cl	-16	-5	0.5	-1	x	20	11	x	0	-3
O=C(Nc1ccccc1N1CCOCC1)c1ccccc1NS(=O)(=O)c1ccc(F)cc1	-32	-1	-1.2	-1	3	-6	-21	x	6	3
O=C(Nc1nccs1)c1cc(S(=O)(=O)N2CCOCC2)c(Cl)cc1Cl	13	-3	-1.5	x	4	0	9	27	-1	7
COc1ccc(-c2noc(N3CCC(C(=O)N(C)c4ccccc4)CC3)n2)cc1	17	0	1.0	x	x	5	-10	-1	3	0
CC(=O)Nc1cccc(C(=O)OCC(=O)NC2CCCCCCC2)c1	2	-7	-7.3	x	9	-2	-4	1	0	-2
CCOC(=O)C1CCCN(C(=O)c2sc3nc(-c4ccc(OC)cc4)cn3c2C)C1 (stereo not drawn)	49	-16	0.1	2	x	-9	-15	x	5	-2
N#Cc1ccccc1NC(=O)c1ccccc1OCC(=O)Nc1ccc2c(c1)oc1ccccc12	8	13	1.3	11	5	-1	8	-5	5	2
O=C(CN(Cc1ccccc1Cl)C(=O)c1csnn1)NC1CCCC1	7	-3	0.3	1	1	6	-3	1	6	-3
COc1ccc(C(=O)COC(=O)CCN2C(=O)C3C4CC(C(Br)C4Br)C3C2=O)cc1 (stereo not drawn)	-13	-9	-3.0	-4	8	-3	24	4	13	1
CCOc1nc(NC2CCCCC2)nc(NC(C)(C)C)n1	25	-9	-2.0	1	x	-2	-33	x	4	2
O=C(O)COc1ccc2oc3ccccc3c2c1	2	1	1.9	-3	-16	-9	-6	13	3	0
O=C(c1cccc(F)c1)N1CCN(C(=O)c2cc3nc(-c4ccco4)cc(C(F)(F)F)n3n2)CC1	x	-5	-0.6	-3	x	-4	-4	-2	1	4
CCCCc1c(O)nc(SCC(=O)c2ccccc2)[nH]c1=O	-71	2	0.4	-2	11	1	-29	x	12	-42

(more compounds)
Structure	SR-BI HDL uptake	dFosB activator	CDK5 inh	NSD2 HMT inh	MITF TRPM1 HTS	PvdQ inh	HTR5A inv ctr	Wnt bcat act	HTR5A ag ctr	V-ATPase pH
CC(=O)c1ccc(N2CCN(C(=O)C3(S(=O)(=O)c4ccc(Cl)cc4)CC3)CC2)cc1	31	-15	-0.2	-7	14	-5	-7	x	-4	-5
COc1cc(/C=C2\SC(N3CCCCC3)=NC2=O)cc(OC)c1OC	40	0	-2.6	10	-16	-2	23	2	-6	0
COc1cc(S(=O)(=O)NC2CCCCC2)c(C)cc1C	-8	-5	0.1	-2	4	-11	10	0	-4	-2
Cc1ccc(C(=O)NC(=S)NNC(=O)c2ccccc2)cc1	3	-9	0.6	x	x	4	-9	0	2	1
COc1ccc(Br)cc1/C=C/C(=O)OCC(=O)NCCc1ccc(S(N)(=O)=O)cc1	27	22*	-0.9	-3	3	-1	14	0	-4	2
COc1ccc(S(=O)(=O)N2CCC(C(=O)Nc3ccc(S(=O)(=O)N4CCCC4)cc3)CC2)cc1OC	4	-1	-0.2	0	-2	6	6	-2	-2	-1
C=CCOC(=O)C1=C[C@@H](c2csc3ccccc23)C[C@@H](OCCCCO)O1	26	-10	0.2	x	-22	3	3	-6	-1	0
COc1ccc(N2CCN(C(=O)Cc3cccs3)CC2)cc1	-3	-3	0.6	9	5	-16	10	0	5	3
C#Cc1ccc([C@@H]2C=C(C(=O)NC3CC3)O[C@H](OCCCCO)C2)cc1	65	-5	1.0	x	16	-6	3	-3	-1	4
COc1ccc(CCn2c(N3CCN(Cc4ccccc4)CC3)nc3c2c(=O)[nH]c(=O)n3C)cc1	-15	-9	-0.9	-3	4	-5	-1	-1	3	3
O=C1NC2(CCCCCC2)C(=O)N1Cc1ccc(Br)cc1	-15	2	1.3	-3	3	-18	-3	-1	3	0
CN1CCC(N(C)C(=O)c2cccc(S(=O)(=O)N3CCc4ccccc43)c2)CC1	4	-4	-2.4	7	13	-8	-4	-3	1	2
CCCCn1c(SCC(=O)NC(C)CC)nc2ccc(N3CCOCC3)cc2c1=O (stereo not drawn)	-1	-3	1.1	-1	x	-5	-3	x	0	-5
Cc1cc(=O)[nH]c(NN=C(CC(C)C)CC(C)C)n1	4	-3	-0.1	-9	-3	-12	5	-1	-2	1
Cn1c(N)c(C(=O)COC(=O)c2ccnc3ccccc23)c(=O)n(C)c1=O	16	-5	-1.2	x	-6	2	-12	-3	4	1
Cc1ccc(NC(=O)C(=O)NCCN2CCN(C(=S)Nc3ccccc3)CC2)cc1	31	6	-2.8	-1	-5	-11	10	1	-3	-3
O=C(Nc1nc(COc2ccccc2)cs1)c1ccccc1F	-4	-1	-0.9	-3	13	-6	-16	3	4	0
C=CCn1nc2ccccc2c1OC	-14	-4	3.0	x	4	-10	13	-3	-5	-3
O=C(CC(Cc1ccccc1)C(=O)O)Nc1ccc(Cl)c(Cl)c1 (stereo not drawn)	-9	-2	-1.2	-2	10	-1	-37	1	10.0*	3
CCOc1ccc(NC(=O)C2CCCN(S(=O)(=O)c3c(C)n[nH]c3C)C2)cc1 (stereo not drawn)	x	2	1.2	x	-5	-5	1	-3	0	1
CS(=O)(=O)N1CCc2cc(C(=O)Nc3ccccc3)ccc21	16	-4	1.5	1	49	-9	-5	0	-4	0
